HP1b chromo inh: inhibitors of HP1-beta chromodomain binding to methylated histone tails; P83916; AID 540317; Potency, µM (series often up to 114 µM), inactives show at the highest dose activity change, negative = inhibition, actives largely listed as inhibitors; actives 0.56% (n = 390,000); AlphaScreen HP1-beta / biotin-H3K9me3 peptide binding; note: potency is the fitted concentration of half-maximal effect; nearly all actives have a fitted effect of over 70% in size; inactives centre near 23
Target sequence (P83916 whole entry, looked up): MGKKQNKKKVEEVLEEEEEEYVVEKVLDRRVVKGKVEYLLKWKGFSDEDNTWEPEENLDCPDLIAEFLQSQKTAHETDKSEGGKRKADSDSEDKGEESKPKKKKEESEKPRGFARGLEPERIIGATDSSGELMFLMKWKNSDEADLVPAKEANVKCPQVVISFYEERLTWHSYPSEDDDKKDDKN
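Compound inhibition of the preformed complex between 50 nM HP1-beta and 50 nM biotinylated H3K9me3 peptide was read by AlphaScreen. Buffer was PBS pH 7.4 with 0.01% Tween-20. Incubations ran 30 min at room temperature, with 10 ug/mL donor/acceptor beads.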
IDH1 R132H inh: inhibitors of human mutant IDH1 R132H. actives 0.093% (n = 390,000). IDH1-R132H enzyme, NADPH consumption, diaphorase/resazurin fluorescence. Potency, µM (doses to about 76.6 µM), without a hit: at the top dose activity change, negative = inhibition, usual class: inhibitors. O75874; note: potency is the fitted concentration of half-maximal effect; % is set by controls: 0 for no effect and ±100 for the full control effect; nearly all actives have a fitted effect of over 65% in size
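IDH1-R132H (0.5 ug/mL dispensed) in pH 7.5 Tris buffer was preincubated 30 min with compound, then given a substrate mix of 0.016 mM NADPH and 2 mM alpha-KG for 80 min at room temperature; remaining NADPH was read by diaphorase/resazurin fluorescence.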
Tb PGK inh: blocks T. brucei phosphoglycerate kinase | AID 602233 | actives 0.043% (n = 380,000) | Potency, µM (highest dose often 57.5 µM), for inactives: top-dose activity change, negative = inhibition, actives largely listed as inhibitors | PGK/GAPDH coupled, Kinase-Glo luminescence, 60 min; note: potency is the fitted concentration of half-maximal effect; % is set by controls: 0 for no effect and ±100 for the full control effect; nearly all actives have a fitted effect of over 60% in size
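Recombinant glycosomal PGK reaction used 1,3-bisphosphoglycerate generated in-well by GAPDH (100nM final) in 100mM TEA pH 7.6, 5mM MgCl2, 0.01% Tween-20. After 60 minutes at room temperature, ATP was read by Kinase-Glo Plus luminescence end-point.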
PI4K2A inh: blocks human PI4K2A kinase activity; Q9BTU6; purified PI4K2A, ADP-Glo luminescence, 1 h; stronger effect = lower value; activity change, negative = inhibition, % at 76.9 µM; actives 0.13% (n = 420,000); AID 1346378; in the data active = activity change below about -50%; inconclusive = mostly about -30% to -49%;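 note: -100% = wells without enzyme as full effect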
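In this quantitative HTS, ADP production by PI4K2A was quantified luminescently after 1 h at ambient temperature; 100 microM adenosine served as plate-quality control.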
TrxR1 substrate: substrates of rat thioredoxin reductase 1. purified TrxR1 substrate turnover, NADPH consumption readout. Potency, µM (series often up to 114 µM), for inactives: top-dose activity change, negative = substrate turnover. actives 0.01% (n = 390,000); note: potency is the fitted concentration of half-maximal effect; % is set by controls: 0 for no effect and ±100 for the full control effect; nearly all actives have a fitted effect of over 50% in size
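Rat TrxR1, dispensed at 90 nM, was prereduced with 400 uM NADPH (final) for 5 min at ~22 deg C, then incubated with compound 15 min before 400 uM selenite. A first-read NADPH fluorescence drop versus no-compound background flagged substrates.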
USP1-UAF1 inh: USP1/UAF1 (human) deubiquitinase inhibition; recombinant USP1/UAF1, Ub-Rhodamine cleavage fluorescence; Potency, µM (titrated, usually from 57.1 µM), inactives show at the highest dose activity change, negative = inhibition, usual class: inhibitors; actives 0.23% (n = 390,000); AID 743255; note: potency is the fitted concentration of half-maximal effect; % is set by controls: 0 for no effect and ±100 for the full control effect; nearly all actives have a fitted effect of over 60% in size; inactives centre near -12
Target sequence (O94782 whole entry, looked up): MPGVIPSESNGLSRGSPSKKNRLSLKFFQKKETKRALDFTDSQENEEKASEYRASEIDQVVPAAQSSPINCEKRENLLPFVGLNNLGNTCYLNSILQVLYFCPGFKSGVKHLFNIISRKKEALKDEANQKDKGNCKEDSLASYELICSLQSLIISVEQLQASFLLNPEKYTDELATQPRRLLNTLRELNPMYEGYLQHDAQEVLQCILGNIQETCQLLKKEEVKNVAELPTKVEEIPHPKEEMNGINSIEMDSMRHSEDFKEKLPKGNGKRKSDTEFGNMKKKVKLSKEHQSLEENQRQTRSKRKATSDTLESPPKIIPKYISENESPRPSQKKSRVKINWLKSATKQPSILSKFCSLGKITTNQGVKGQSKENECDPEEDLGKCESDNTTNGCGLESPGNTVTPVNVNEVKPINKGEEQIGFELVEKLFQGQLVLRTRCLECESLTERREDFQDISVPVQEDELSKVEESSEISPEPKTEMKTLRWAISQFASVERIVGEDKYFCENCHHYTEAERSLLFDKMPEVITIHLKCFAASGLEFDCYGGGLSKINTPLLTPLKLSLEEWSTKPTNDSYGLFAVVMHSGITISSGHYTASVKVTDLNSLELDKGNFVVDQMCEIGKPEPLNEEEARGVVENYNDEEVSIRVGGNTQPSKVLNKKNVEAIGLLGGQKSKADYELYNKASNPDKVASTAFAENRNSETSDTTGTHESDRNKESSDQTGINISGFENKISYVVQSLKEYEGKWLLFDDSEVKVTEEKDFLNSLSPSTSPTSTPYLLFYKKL
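High-throughput fluorogenic screen: 1nM USP1/UAF1 complex, Ub-Rho substrate 150nM final, 50mM HEPES pH 7.8 with 0.5mM EDTA, 0.1 mg/ml BSA, 1mM TCEP and 0.01% Tween-20.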
TrxR1 inh: rat TrxR1 inhibition. recombinant rTrxR1, NADPH fluorescence consumption, selenite substrate. Potency, µM (series often up to 114 µM), without a hit: top-dose activity change, negative = inhibition, hits mostly inhibitors. actives 1% (n = 390,000); note: potency is the fitted concentration of half-maximal effect; % is set by controls: 0 for no effect and ±100 for the full control effect; nearly all actives have a fitted effect of over 65% in size
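Rat TrxR1 (90 nM in the dispensed reagent) was pre-reduced with 400 uM NADPH for 5 min at room temperature, then incubated with compound for 15 min. After 400 uM selenite was added, NADPH fluorescence (Ex 340/Em 450 nm) was followed for 8 min.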
Pin1 inhibitor: inhibitors of human Pin1; Q13526; Pin1 FP peptide displacement, HiFluor488, 10 min; Potency, µM (series often up to 115 µM), for inactives: top-dose activity, negative = inhibition, actives largely listed as inhibitors; actives 0.009% (n = 390,000); active = well fitted inhibition curve with a large enough effect in the polarisation, with a control signal flat, not every such curve was filed as active; inconclusive = small, poorly fitted or top-dose-only effect, or effect the other way, or a change in a side signal; inactive = no such curve, though single readings can be large or run the other way; the % refers to the polarisation; note: potency is the fitted concentration of half-maximal effect; % is set by controls: 0 for no effect and ±100 for the full control effect
GLS inh: blocks human kidney-isoform glutaminase activity | GLS enzymatic activity, qHTS titration | actives 0.21% (n = 410,000) | AID 624170 | O94925 | Potency, µM (series often up to 45.5 µM), inactives show at the highest dose activity change, negative = inhibition, most hits filed as inhibitors; note: potency is the fitted concentration of half-maximal effect; % is set by controls: 0 for no effect and ±100 for the full control effect
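Coupled fluorescence readout: glutamate oxidase/HRP/Amplex Red detect glutamate formed by hKGA from L-glutamine (1 mM solution added). Buffer 45 mM KH2PO4 pH 8.2, 0.02% Tween-20; reads at t0 and 30 min RT.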
Numbers without * were called inactive; i = inactive; ? = inconclusive; / = not tested or not shown; & = joins results of further samples; [ ] = remark or other dose. Unless noted, calls come from the whole dose curve; as a rule, active = well fitted curve in the direction sought with a large enough effect; inconclusive = small, poorly fitted or top-dose-only effect, or another doubt; inactive = no such curve, though single readings can be large; an effect the other way counts as inactive or inconclusive. The list is partial (hit frequency here may not be typical).

1) COc1cc(CCC(=O)N2CCN(c3ccccc3Cl)CC2)cc(OC)c1OC
2) CSc1nc2c(c(-c3ccc(O)cc3)c1C#N)CCC2
3) Cn1c(=O)c2ncn(CC(=O)NCCOc3ccccc3)c2n(C)c1=O
4) Cc1ccoc1C(=O)N1CCCC(CCC(=O)N2CCN(c3ccccn3)CC2)C1 (centres undefined)
5) CCOC(=O)C1=C(CN2CCOCC2)NC(=O)NC1c1cccc([N+](=O)[O-])c1 (centres undefined)
6) COc1ccc(-c2cc(=O)n(-c3nc4ccccc4[nH]3)[nH]2)cc1
7) CCn1c(SCC(=O)NNC(=O)c2ccco2)nnc1-c1ccco1
8) Fc1cc2nccnc2cc1N1CCSCC1

compound no. | 1 | 2 | 3 | 4 | 5 | 6 | 7 | 8
HP1b chromo inh | 20% | 30% | 47% | 1% | 6% | 15% | -19% | 38%
IDH1 R132H inh | 3% | 7% | 10% | 10% | -1% | 7% | 8% | 6%
Tb PGK inh | 2% | -1% | -8% | i | 2% | i | -10% | -6%
PI4K2A inh | 3 | -5 | 3 | 23 | 0 | -13 | -24 | -5
TrxR1 substrate | 4% | 17% | 6% | -14%[57.1 µM] | -2% | -3% | -9%[57.1 µM] | 6%
USP1-UAF1 inh | -22% | -25% | -11% | -13% | -9% | -11% | -7% | -13%
TrxR1 inh | 20% | 5% | 6% | 28%[57.1 µM] | -5% | -12% | 19%[57.1 µM] | -5%
Pin1 inhibitor | 0% | 16% | -2% | -1% | 0% | -20% | 1% | -6%
GLS inh | 0% | 12% | 1% | 3% | -15% | 31%[activator] | -1% | -11%

9) COc1ccccc1C(=O)Oc1ccccc1C(=O)Nc1ccccc1
10) Cc1ccc(O)c(C(CC(=O)N2CCCC2)c2ccccc2)c1 (centres undefined)
11) CCC(NC(=O)C1CCC1)c1ccccc1 (centres undefined)
12) N#CCCN1CCN(C2=NC(=O)/C(=C\c3cccs3)S2)CC1
13) Cc1cccc(N(Cc2nnc3n2CCCCC3)C(=O)Nc2ccccc2)c1
14) Cc1c(O)c(CN2CCCC2)cc2c1oc(=O)c1ccccc12
15) Cc1ccc(S(=O)(=O)NC(CC(C)C)C(=O)N2CCCC2)cc1 (centres undefined)
16) Cc1ccc(C(=O)Nc2nnc(S(=O)(=O)N3CCOCC3)s2)cc1

compound no. | 9 | 10 | 11 | 12 | 13 | 14 | 15 | 16
HP1b chromo inh | 25% | 19% | 60%[activator] | 22% | 23% | 12% | 23% | 38%&-2%
IDH1 R132H inh | 10% | 3% | -2% | 0% | 0% | 3% | 11% | 38%&50%[activator]
Tb PGK inh | -1% | i | -5% | 3% | 0% | -7% | 5% | -6%
PI4K2A inh | 9 | -3 | 4 | 2 | 7 | 34 | 0 | -6&-1
TrxR1 substrate | 5%[57.1 µM] | 3% | 2% | 0%[57.1 µM] | 3% | -7% | -3% | 11%[57.1 µM]
USP1-UAF1 inh | -17% | -14% | -20% | ? | -8% | 3% | -15% | -20%&-4%
TrxR1 inh | 13% | ? | 14% | -11%[57.1 µM] | 2% | -4% | 3% | 0%[57.1 µM]
Pin1 inhibitor | -6% | -14% | 0% | -3% | 1% | ? | 0% | -1%&-2%
GLS inh | 12% | -1% | -2% | -10% | 5% | 54%[activator] | 0% | -1%&1%

17) Cc1cccnc1NC(=O)c1c(O)c2ccccc2n(C)c1=O
18) CCCNC(=O)C(Cc1ccc(F)cc1)NC(=O)c1ccccc1 (centres undefined)
19) O=S(=O)(NC1C2CC3CC(C2)CC1C3)c1ccccc1 (centres undefined)
20) Cc1ccc(O)c(C(=O)c2cnn(C(=O)c3cccc(S(=O)(=O)N(C)C)c3)c2)c1
21) CC(C)(C)c1ccc(C(=O)Cn2nc(C(=O)O)c3ccccc3c2=O)cc1
22) COc1ccc(CN(Cc2ccco2)c2cnc(S(C)(=O)=O)nc2C(=O)Nc2ccc(C)c(C)c2)cc1
23) CCCN1C(=O)/C(=N\OCC(=O)NC23CC4CC(CC(C4)C2)C3)c2ccccc21
24) Nc1nc(CN2CCN(Cc3ccc4c(c3)OCO4)CC2)nc(Nc2ccccc2)n1

compound no. | 17 | 18 | 19 | 20 | 21 | 22 | 23 | 24
HP1b chromo inh | 38% | 47% | 34% | 39%[activator] | 25% | 18% | -1% | 7%
IDH1 R132H inh | 4% | 22% | 0% | -3% | 17% | 0% | 4% | 4%
Tb PGK inh | 1% | i | 0% | 6% | -2% | -6% | -6% | -3%
PI4K2A inh | -7 | -3 | -2 | -1 | 0 | -9 | 4 | -2
TrxR1 substrate | 2%[57.1 µM] | 8% | -3% | -2% | 7% | -9% | -12% | 1%
USP1-UAF1 inh | -1% | -17% | -10% | -4% | -22% | -10% | -1% | -1%
TrxR1 inh | 2%[57.1 µM] | 3% | 39%[activator] | -13% | 29% | 3% | -14% | 15%
Pin1 inhibitor | 1% | 1% | -5% | -2% | 13% | 16% | -6% | 0%
GLS inh | 6% | -2% | 0% | 8% | 2% | 1% | -9% | 6%

An excerpt of these results, as labelled records.
18) CCCNC(=O)C(Cc1ccc(F)cc1)NC(=O)c1ccccc1 (centres undefined)
  HP1b chromo inh: 47%
  IDH1 R132H inh: 22%
  Tb PGK inh: i
  PI4K2A inh: -3
  TrxR1 substrate: 8%
  USP1-UAF1 inh: -17%
  TrxR1 inh: 3%
  Pin1 inhibitor: 1%
  GLS inh: -2%

19) O=S(=O)(NC1C2CC3CC(C2)CC1C3)c1ccccc1 (centres undefined)
  HP1b chromo inh: 34%
  IDH1 R132H inh: 0%
  Tb PGK inh: 0%
  PI4K2A inh: -2
  TrxR1 substrate: -3%
  USP1-UAF1 inh: -10%
  TrxR1 inh: 39%[activator]
  Pin1 inhibitor: -5%
  GLS inh: 0%

Following part.
25) Cc1nc2c3ccccc3nc(NNC(=O)CCC(=O)N3CCC(C)CC3)n2n1
26) Cc1cc(C)nc(Nc2n[nH]c(C)n2)n1
27) CC1(C)C(=O)OC(c2c3ccccc3cc3ccccc23)C(C)(C)C1=O (centres undefined)
28) CCCCOc1ccccc1NC(=O)CC1SC(=NCC)N(CC)C1=O (centres undefined)
29) Cc1cccc(C)c1NC(=O)CN(C)C(=O)c1ccccc1OCc1ccc(F)cc1
30) OCC[C@H]1C[C@H](O)[C@@H](O)[C@]2(Cc3ccccc3CO2)O1
31) CCCn1c(C)cc(C(=O)COc2ncnc3sccc23)c1C
32) CCOC(=O)C1=C(N)OC2=C(C(=O)CC(C)(C)C2)C1c1ccc(C)s1 (centres undefined)

compound no. | 25 | 26 | 27 | 28 | 29 | 30 | 31 | 32
HP1b chromo inh | 5%[57 µM] | 59%[activator] | 189%[activator] | 50%[activator] | 36% | 33% | -6% | 13%
IDH1 R132H inh | -13% | -9% | 6% | 0% | 4% | -6% | 2% | -1%
Tb PGK inh | 0% | 6% | 3% | -4% | 3% | -5% | -1% | -3%
PI4K2A inh | 3 | -3 | 1 | 2 | 1 | 1 | 1 | 0
TrxR1 substrate | -5% | 0% | 47% | -3% | 8% | 2% | 7%[57.1 µM] | 9%[57.1 µM]
USP1-UAF1 inh | -5% | -25% | -22% | -12% | -16% | -16% | -5% | -19%
TrxR1 inh | 0% | 18% | -18%[57.1 µM] | -2% | 17% | 23% | -22% | 14%[57.1 µM]
Pin1 inhibitor | 6% | -9% | 31%[activator] | 0% | 7% | -6% | 7% | -2%
GLS inh | 12% | -8% | 4% | -1% | -4% | 1% | 3% | -4%

33) COc1ccc(NC(=O)C2CCN(S(=O)(=O)c3ccc4c(c3)NC(=O)CO4)CC2)cc1
34) C[C@H](CO)N1C[C@H](C)[C@@H](CN(C)S(=O)(=O)c2ccc3c(c2)OCCCO3)OCc2cn(nn2)CCCC1=O
35) COc1ccc(NC(=O)CCN2C(=O)C3CC=C(Cl)CC3C2=O)cc1 (centres undefined)
36) COc1ccc(S(=O)(=O)NCc2nc3nc(C)cc(C)n3n2)cc1OC
37) COc1ccccc1CN(C)CC(=O)Nc1ccccc1-c1ccccc1
38) O=C1COc2ccc(-c3cc(-c4ccccc4)c4c(n3)-c3ccccc3OC4)cc2N1
39) O=C1CC(c2c(F)cccc2Cl)C2=C(COC2=O)N1 (centres undefined)
40) CCC(Sc1nc(-c2ccccc2)cc(=O)[nH]1)C(=O)O (centres undefined)

compound no. | 33 | 34 | 35 | 36 | 37 | 38 | 39 | 40
HP1b chromo inh | 23% | / | 20% | 35%&18% | 60%[activator] | 67%[activator] | 27% | 18%
IDH1 R132H inh | -6% | -7% | 2% | -1%&-8% | 3% | 14% | 0% | 7%
Tb PGK inh | -1% | 0% | 3% | -4%&-3% | -7% | -3% | 0% | /
PI4K2A inh | 6 | 3 | -3 | -1&0 | -4 | -1 | 6 | 1
TrxR1 substrate | 4% | / | 8% | 1%[57.1 µM] | -14% | 8% | 5%[57.1 µM] | 6%
USP1-UAF1 inh | -14% | -16% | -15% | -17%&9% | -13% | -26% | -1% | -11%
TrxR1 inh | 18% | / | 17% | 17%[57.1 µM] | -7%[57.1 µM] | 24% | 7%[57.1 µM] | 19%
Pin1 inhibitor | 0% | / | -21% | 1%&-1% | 5% | -2% | 2% | -3%
GLS inh | 1% | -4% | -1% | -1%&-33% | -4% | -1% | 1% | 4%
